From PubChem BioAssay
Salmonella PhoP GFP – PhoP regulon inhibitors, Salmonella typhi PhoP promoter GFP reporter, confirmatory (AID 1850); Salmonella Typhi PhoP-promoter GFP reporter, fluorescence, 4 h; higher % means a stronger effect; inhibition, % at 50 µM; hits with a dose series show IC50 in µM; 0.33% of 310,000 active; in the data active = a potency from the dose series; inconclusive = inhibition mostly from about 25% at the one dose, without a potency; inactive = the rest, 99 in 100 with inhibition below about 19%;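 note: 0% = induced wells with vehicle and 100% = uninduced wells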
VEEV TC-83 Vero – inhibitors of VEEV TC-83 cytopathic effect, confirmation, Vero cells (AID 588727); Vero cells, VEEV TC-83 cytopathic effect inhibition; higher % means a stronger effect; inhibition, % at 20 µM, or IC50 in µM where a hit was titrated; 0.13% of 350,000 active; in the data active = a potency from the dose series; inconclusive = inhibition mostly from about 14% at the one dose, without a potency; inactive = the rest, 99 in 100 with inhibition below about 12%; note: strong numbers were not always called active
tuberculosis growth – growth inhibition of non-replicating M. tuberculosis (AID 488890). Mycobacterium tuberculosis non-replicating, growth inhibition; higher % means a stronger effect. inhibition, % at 25 µM, or IC50 in µM where a hit was titrated. 0.39% of 320,000 active; in the data active = a potency from the dose series; inconclusive = inhibition mostly from about 82% at the one dose, without a potency; inactive = the rest, 99 in 100 with inhibition below about 76%;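 note: plate controls were DMSO cells for no effect and high antibiotic wells for full effect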
H1N1 NS1A inhibition – NS1A inhibition, H1N1 influenza, cell based functional assay (AID 504329) | one-dose inhibition, % at 12.5 µM; IC50 in µM for titrated hits | NS1A functional cell-based assay, percent inhibition; higher % means a stronger effect | 0.3% of 340,000 active; in the data active = a potency from the dose series; inconclusive = inhibition above about 27% without an active follow-up result; note: strong numbers were not always called active
M. tuberculosis HTS – M. tuberculosis growth inhibition, HTS (AID 449762); M. tuberculosis H37Rv growth inhibition, 7H9 media; higher % means a stronger effect; 0.59% of 330,000 active; inhibition, % at 25 µM; hits with a dose series show IC50 in µM; in the data active = a potency from the dose series; inconclusive = inhibition above about 70% without an active follow-up result;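 note: bacterial growth assessed after seven days of incubation; strong numbers were not always called active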
VEEV TC-83 Vero 10K pilot screen – recorded beside VEEV TC-83 Vero, whose call it bears; inhibition, %; measured here: 10K pilot screen inhibition
Starred values were filed as active, the others as inactive; i = inactive; ? = inconclusive; · = no result given; & = joins results of further samples.

A first look, 2 compounds:
SMILES	Salmonella PhoP GFP	VEEV TC-83 Vero	tuberculosis growth	H1N1 NS1A inhibition	M. tuberculosis HTS	others
Cc1cc(Cl)ccc1OCCCC(=O)NNC(=O)c1ccccc1O	10.9%	1.0%	-8.8%	-1.9%	5.0%
Cc1cc(C)c(OCC(O)CN2CCN(c3ccccn3)CC2)c(C)c1 (stereo not drawn)	-3.4%	i	62.6%	5.6%	0.6%

All compounds of this part, previewed entries included:
SMILES	Salmonella PhoP GFP	VEEV TC-83 Vero	tuberculosis growth	H1N1 NS1A inhibition	M. tuberculosis HTS	others
Cc1cc(Cl)ccc1OCCCC(=O)NNC(=O)c1ccccc1O	10.9%	1.0%	-8.8%	-1.9%	5.0%
Cc1cc(C)c(OCC(O)CN2CCN(c3ccccn3)CC2)c(C)c1 (stereo not drawn)	-3.4%	i	62.6%	5.6%	0.6%
O=Cc1cccc(Oc2ncccn2)c1	12.1%	0.8%	6.8%	4.7%	-3.4%
O=C(CN(CC1CCCO1)C(=O)CNS(=O)(=O)c1ccc(F)cc1)NC1CCCCC1 (stereo not drawn)	19.3%	i	-6.6%	-7.8%	-2.8%
CN(C)CCN1C(=O)c2ccccc2C1=O	·	0.2%	-17.2%	-1.6%	-13.1%
COc1ccc(-n2nc(C(=O)NCC(=O)N3CCN(c4ccccn4)CC3)c3ccccc3c2=O)cc1	1.2%	i	11.4%	-4.8%	2.9%
NC(=O)c1ccsc1NC(=O)COC(=O)c1ccccn1	·	2.3%	·	-8.8%	8.4%
Cc1ccccc1NC(=O)COC(=O)CNC(=O)c1sc2ccccc2c1Cl	-6.0%	0.7%	61.8%	2.4%	-5.0%
Cc1cc(C(=O)CSc2nnc(-c3ccccc3)n2Cc2ccc3c(c2)OCO3)c(C)n1C	0.1%&-12.1%	7.0%	7.5%	-8.7%	-1.7%
N#CC1=C(N)N(c2ccccc2Sc2ccccc2)C(=O)C1	-5.1%	1.9%	28.9%	8.0%	16.9%	VEEV TC-83 Vero 10K pilot screen=0.3
COc1ccc(N(CC(=O)N/N=C/c2ccc(OC)cc2OC)S(=O)(=O)c2ccccc2)cc1	2.2%	0.2%	11.5%	-5.5%	9.7%
O=C(c1ccc2ccccc2c1)N1CCOCC1	0.3%	1.9%	3.7%	-3.8%	2.5%
Cc1cc(C)n2c(SCC(=O)Nc3ccc(F)cc3)nnc2n1	-1.0%	0.8%	8.0%	14.4%	-0.1%
CCN(CC)S(=O)(=O)c1cc(C(=O)Nc2cc(Cl)ccc2N2CCN(C)CC2)ccc1Cl	-0.7%	i	68.8%	3.0%	?
COc1ccc(CCC(=O)OCC(=O)NCc2ccccc2)cc1	·	1.5%	36.2%	-4.0%	-7.6%
Cc1cc(C)c(S(C)(=O)=O)c(NN)n1	-10.7%	0.6%	-25.1%	-3.1%	-6.6%

Of the compounds above, these have sulfur:
SMILES	Salmonella PhoP GFP	VEEV TC-83 Vero	tuberculosis growth	H1N1 NS1A inhibition	M. tuberculosis HTS	others
O=C(CN(CC1CCCO1)C(=O)CNS(=O)(=O)c1ccc(F)cc1)NC1CCCCC1 (stereo not drawn)	19.3%	i	-6.6%	-7.8%	-2.8%
NC(=O)c1ccsc1NC(=O)COC(=O)c1ccccn1	·	2.3%	·	-8.8%	8.4%
Cc1ccccc1NC(=O)COC(=O)CNC(=O)c1sc2ccccc2c1Cl	-6.0%	0.7%	61.8%	2.4%	-5.0%
Cc1cc(C(=O)CSc2nnc(-c3ccccc3)n2Cc2ccc3c(c2)OCO3)c(C)n1C	0.1%&-12.1%	7.0%	7.5%	-8.7%	-1.7%
N#CC1=C(N)N(c2ccccc2Sc2ccccc2)C(=O)C1	-5.1%	1.9%	28.9%	8.0%	16.9%	VEEV TC-83 Vero 10K pilot screen=0.3
COc1ccc(N(CC(=O)N/N=C/c2ccc(OC)cc2OC)S(=O)(=O)c2ccccc2)cc1	2.2%	0.2%	11.5%	-5.5%	9.7%
Cc1cc(C)n2c(SCC(=O)Nc3ccc(F)cc3)nnc2n1	-1.0%	0.8%	8.0%	14.4%	-0.1%
CCN(CC)S(=O)(=O)c1cc(C(=O)Nc2cc(Cl)ccc2N2CCN(C)CC2)ccc1Cl	-0.7%	i	68.8%	3.0%	?
Cc1cc(C)c(S(C)(=O)=O)c(NN)n1	-10.7%	0.6%	-25.1%	-3.1%	-6.6%
